AddAB inh – less growth of phage-infected E. coli with AddAB; E. coli expressing H. pylori AddAB, absorbance growth; inhibition, % at 11.9 µM; 0.29% of 330,000 active; in the data active = inhibition above about 12%;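 note: 0% = vehicle wells of infected cells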
MITF TRPM1 HTS – increases MITF-driven TRPM1 promoter luciferase signal. 0.75% of 300,000 active. activation, % at 12.5 µM. SK-MEL-5 TRPM1-promoter luciferase, 24 h; % of positive control, neutral wells = 0;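 active = mean activation of at least 80% with every replicate also reaching 80%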;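 note: 0% = neutral control wells and 100% = parthenolide positive control wells; values of inactives mirror those of a sister screen read the other way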
phage Ecoli inh – E. coli growth loss with phage present; growth absorbance; 0.26% of 360,000 active; inhibition, % at 11.9 µM; in the data active = inhibition above about 11%
SR-BI uptake up – SR-BI HDL lipid transfer activation; activation, % at 12.5 µM; CHO ldlA[mSR-BI] cells, DiI-HDL uptake fluorescence, 3 h; 100 = double the neutral-control signal; AID 504775; 0.096% of 320,000 active;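 active = mean replicate activation of at least 60% and every replicate at or above 60%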;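 note: 0% = median plate neutral-control signal and 100% = twice that signal; values of inactives mirror those of a sister screen read the other way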
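System: CHO ldlA[mSR-BI] cells / Medium: HEPES-buffered (25 mM, pH 7.4) F12 plus 0.5% BSA / Probe or stimulus: labelled HDL, 10 µg/mL / Doses: single compound concentration, delivered by pin transfer / Schedule: 3 h, 37 °C / Measured by: DiI fluorescence, bottom read / Measure: cell-associated DiI fluorescence as measure of HDL uptake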
Wnt bcat act – activators of Wnt/beta-catenin signaling; Wnt/beta-catenin reporter cell assay, activator, plate reader; activation, % at 9.35 µM; 1.2% of 300,000 active; in the data active = activation above about 30%, passing the limit was not always enough;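 note: 0% = neutral control wells and 100% = positive control wells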
CAL PDZ FP-1 – human CAL PDZ-peptide interaction inhibition | AID 504414 | 0.02% of 330,000 active | Q9HD26 | purified CAL PDZ, TMR-peptide fluorescence polarization, 1 h | inhibition, % at 20 µM;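 active = highest replicate inhibition of at least 40%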;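 note: plate controls were DMSO neutral control wells for no effect and unlabeled competitor peptide control wells for full effect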
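Test system: tagged CAL PDZ domain / Buffer or medium: sodium phosphate/NaCl buffer pH 7.4 with TCEP, IgG, Thesit / Reagent: TMR-labelled reporter peptide T*-PRC34 bound in PDZ groove / Compound dosing: single point, 20 µM / Schedule: 1 h incubation at room temperature before polarization reading / Technique: fluorescence polarization (mP) / Benchmarks: unlabelled peptide, DMSO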
Tat transport – E. coli Tat transport inhibition. E. coli MC4100 TorA-mCherry Tat export, fluorescence. inhibition, % at 10 µM. 0.036% of 340,000 active. AID 488895;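 active = mean replicate inhibition at least 50% and at least half of replicates individually reaching 50%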;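 note: exported cargo escapes ClpAP degradation while cytoplasmic cargo is degraded and loses fluorescence; 0% = median of neutral control wells and 100% = median of NaSCN control wells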
SR-BI DiI inh – mouse SR-BI HDL lipid transfer inhibition. Q61009. ldlA[mSR-BI] CHO cells, DiI-HDL uptake fluorescence, 3 h. inhibition, % at 12.5 µM. 0.96% of 320,000 active;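 active = mean replicate inhibition of at least 70% and a set share of replicates each scoring 70 or more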;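 note: 0% = median of neutral control wells and 100% = median of positive control wells; values of inactives mirror those of a sister screen read the other way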
Target sequence (Q61009 whole entry, looked up): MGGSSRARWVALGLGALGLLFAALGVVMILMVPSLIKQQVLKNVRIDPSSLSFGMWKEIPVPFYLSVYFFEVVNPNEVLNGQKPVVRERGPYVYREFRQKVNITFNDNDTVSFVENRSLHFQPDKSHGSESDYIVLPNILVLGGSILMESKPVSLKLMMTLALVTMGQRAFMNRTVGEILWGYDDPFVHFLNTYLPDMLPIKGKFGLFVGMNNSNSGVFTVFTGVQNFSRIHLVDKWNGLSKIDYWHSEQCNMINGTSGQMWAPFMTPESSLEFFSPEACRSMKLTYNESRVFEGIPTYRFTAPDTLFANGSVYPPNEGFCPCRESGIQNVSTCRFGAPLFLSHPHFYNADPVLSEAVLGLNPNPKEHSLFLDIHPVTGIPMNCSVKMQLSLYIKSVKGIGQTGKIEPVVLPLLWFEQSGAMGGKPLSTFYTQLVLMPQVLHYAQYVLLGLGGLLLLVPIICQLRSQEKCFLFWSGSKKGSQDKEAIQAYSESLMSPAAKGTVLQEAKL
CAL PDZ FP-2 – inhibitors of human CAL PDZ peptide binding | Q9HD26 | 0.92% of 300,000 active | inhibition, % at 24.9 µM | AID 602252 | purified CAL PDZ, TMR-peptide fluorescence polarization, 1 h;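 active = mean inhibition of at least 30% with at least half of replicates also reaching 30%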;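 note: 0% = DMSO neutral control and 100% = excess unlabeled competitor peptide PRC23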
E coli growth – counter-screen for AddAB inhibitors: E. coli growth inhibition. inhibition, % at 11.9 µM. 0.27% of 330,000 active. E. coli V3065 growth, OD600 absorbance, 18 h;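 active = inhibition above the campaign's mean inhibition across all tested compounds plus 3 SD, cut at about 9.9% in these data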;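 note: uninfected addAB+ strain grown without phage in ampicillin broth; 0% = DMSO wells and 100% = ciprofloxacin 0.95 µg/ml wells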
* hit, by the source's call; / = not tested or not shown; & = joins results of further samples. Hits appear at their usual frequency; 3.6% or so of the library scored in one or more.

SMILES	AddAB inh	MITF TRPM1 HTS	phage Ecoli inh	SR-BI uptake up	Wnt bcat act	CAL PDZ FP-1	Tat transport	SR-BI DiI inh	CAL PDZ FP-2	E coli growth
CC(C)CN1CC(C)C(=O)NC1=S (centres undefined)	/	6.2	3.2	-11.8	2.3	0.0	-4.2	11.8	-3.0	/
O=C(CCCSc1nc2ccccc2[nH]1)Nc1ccccc1	4.0	6.0	7.2	5.2	-3.1	-1.5	-12.5	-5.2	6.0	3.3
Cc1cc(C)c2[nH]c(=O)c(C(c3nnnn3Cc3ccc4c(c3)OCO4)N3CCC(C)CC3)cc2c1 (centres undefined)	6.6	/	0.5	17.7	/	-0.4	-0.7	-17.6	/	-0.8
COc1ccc(-n2nc(C(=O)NCC(=O)N3CCN(c4ccccn4)CC3)c3ccccc3c2=O)cc1Cl	-0.2	29.2	0.0	-49.4	2.5	0.7	1.2	49.4	2.2	0.8
O=C(NC1=NCCS1)c1ccc(OCC2CCCO2)cc1 (centres undefined)	3.4	27.9	2.9	-5.8	39.7*	0.9	-8.1	5.8	0.2	0.8
C#CCOCCOCCOCCNc1nc(N2CCN(C(=O)CCCCCCCCCCNC(=O)[C@@H](CCC(=O)O)n3cc(CCCCCN)nn3)CC2)nc(N2CCN(C(=O)CCCCCCCCCCNC(=O)[C@H]([C@@H](C)CC)n3cc(CCCCCN)nn3)CC2)n1	1.4	8.7	/	8.9	/	-5.9	30.5	-8.9	-7.1	-0.8
CCCn1c(O)c(C=Nc2ccccc2)sc1=S	0.9	79.3	4.0	-19.3	-0.1	0.4	-2.4	19.3	0.2	1.5
CCOC(=O)[C@@H]1[C@H]2COc3ccc(Br)cc3[C@@H]2N2C(=O)N(c3ccc(OC)cc3)C(=O)[C@]12C	0.6	-1.9	/	26.4	/	0.2	2.4	-26.4	-4.4	0.5
Cc1cc2nc(CCN3CCOCC3)n(S(=O)(=O)c3ccc(C(C)(C)C)cc3)c2cc1C	-0.3	0.9	-0.9	19.6	/	-2.1	0.4	-19.6	-2.1	0.9
O=C(Nc1cccc(S(=O)(=O)N2CCCC2)c1)c1ccccc1OC(F)F	2.5	-1.8	-0.6	-26.6	-1.4	-2.4	-1.9	26.6	-4.3	-2.1
COc1ccc(C(=O)N/C(=C\c2ccccc2)C(=O)Nc2ccccc2C(=O)O)cc1	2.6	-3.6	-0.5	9.5	0.6	-0.8	-3.1	-9.5	-6.5	-2.2
CN1CCN(P(=O)(c2ccccc2)c2nc3ccccc3s2)CC1 (centres undefined)	2.1	-6.8	0.0	14.4	/	-0.5	-0.8	-14.4	-3.0	0.7
Cc1ccc(NS(=O)(=O)c2ccc(C(=O)NCCCN3CCOCC3)cc2)cc1	4.7	9.9	1.9	16.7	-2.8	-2.3	-0.6	-16.7	-1.2	-0.4
CCN(CC)S(=O)(=O)c1ccc(N2CCOCC2)c(NC(=O)c2ccc(OC)c([N+](=O)[O-])c2)c1	3.0	4.7	0.8	/	-0.8	-1.5	4.4	/	-0.7	1.9
CC1(C)CC(NC(=O)C2CCCCC2)CC(C)(C)N1	/	/	-2.2	9.8	0.4	-0.6	-6.4	-9.8	-4.4	/
CCCCn1ccnc1C(=O)c1cccc(S(=O)(=O)N2CC(C)CC(C)C2)c1 (centres undefined)	-1.4	1.0	-0.1	16.0	/	-2.8	9.6	-16.0	/	-3.1
COc1cc(OC)c(OC)cc1CN(C)CC1CCCN(CCc2ccccc2F)C1 (centres undefined)	-0.2	/	2.0	-3.1	0.2	-1.3	1.4	3.1	1.7	-2.2
C/C(=N\NC(=O)c1nn(C)c(C)c1Br)c1cccc(NC(=O)c2ccc(F)cc2)c1	3.4	68.6	5.2	-50.5	-4.5	-2.0	6.4	50.5	-4.1	-1.6
Cc1c(N=C2Nc3cccc4cccc2c34)c(=O)n(-c2ccccc2)n1C	-0.3	10.8&4.2	0.4&2.8	5.0&-21.9	-5.6&-1.2	0.0&2.1	-4.9&1.5	-5.0&21.9	6.2&-1.1	-1.9
COc1ccc(Cl)cc1S(=O)(=O)N1CCC(C(=O)NCC2CCCO2)CC1 (centres undefined)	-0.2	-11.8	1.5	10.0	-0.2	-2.1	10.8	-10.0	-1.0	2.4
CC(C)CCNC(=O)c1onc(CSc2ccc(F)c(F)c2)c1C(=O)NCCC(C)C	1.1	4.4	2.4	-3.2	5.8	0.4	8.4	3.2	-2.7	-0.2
CN(C)S(=O)(=O)c1ccc2c(c1)C(=O)c1cc(S(=O)(=O)N(C)C)ccc1CC2	0.8	-13.4	2.5	-11.4	-4.7	0.6	-3.5	11.4	-3.7	-0.4
COc1ccc(CSc2nnc(C)s2)cc1F	3.3	57.5	0.8	22.2	20.3	-2.3	-4.4	-22.2	-2.8	-1.8
Fc1ccc(N2CCN(C(c3cccs3)c3nnnn3C3CCCC3)CC2)cc1 (centres undefined)	-0.6	3.6	0.9	-14.3	-5.1	-4.2	3.6	14.3	-4.1	1.1
Cc1ccc(-c2nc3ccccc3c(=O)n2CCN2CCOCC2)cc1	4.4	/	2.0	19.4	/	-2.3	2.7	-19.4	-3.1	0.4
O=C(Nc1ccc2c(c1)OCCO2)C1CC(O)CN1C(=O)Nc1ccccc1 (centres undefined)	1.8	3.2	1.2	/	-2.9	-0.5	-2.7	/	/	-1.1
COc1ccc(C(=O)/C=C/c2cn(CC(O)CN3CCN(C)CC3)c3ccccc23)cc1OC (centres undefined)	-0.5	/	-0.4	/	-8.1	0.0	7.3	/	-1.9	-3.0
O=C(O)COc1ccccc1/C=N/NC(=O)CSc1nnc(-c2ccc(Cl)cc2)n1C1CCCCC1	-5.1	-15.6	0.5	39.1	-1.9	-0.3	-11.9	-39.1	-5.6	-1.2
COc1ccccc1N1CCN(C2CCN(C(=O)c3cc(OC)c(OC)c(OC)c3)CC2)CC1	2.3	/	-1.6	-22.0	/	-1.3	3.5	22.0	4.3	-0.3
O=C(CSCc1cnn(-c2ccccc2)c1-n1cccc1)NCC1CCCO1 (centres undefined)	-0.3	-2.0	3.6	-15.4	-1.5	-0.7	1.8	15.4	-1.7	-0.3
COc1cc(CNCCO)cc(Br)c1OCc1ccccc1	3.7	5.5	2.2	20.3	-4.3	-1.2	-2.2	-20.3	-5.3	3.4
COc1cccc(OC)c1OCCN1CCCC1	1.5	0.3	1.9	-10.2	2.1	-1.8	-5.3	10.2	-6.5	-1.3
Cc1ccc(C(C)C)c(OCC(=O)NNC(=O)CC2OC(=O)c3ccccc32)c1 (centres undefined)	3.3	-2.0	-1.0	18.1	3.5	-1.7	6.5	-18.1	-1.4	-2.5
C[C@H](CO)N1C[C@H](C)[C@@H](CN(C)S(=O)(=O)c2cccs2)Oc2ccc(NC(=O)NC3CCCCC3)cc2C1=O	1.1	2.4	1.8	-6.8	-2.6	0.5	0.0	6.8	1.4	-0.5
Cc1ccc(C(=O)Nc2ccc3nccnc3c2)cc1	2.8	11.4	3.1	-16.6	/	-2.7	-8.8	16.6	-2.3	-0.4
O=C(CSc1nc(-c2ccccc2)cs1)N1CCN(C(=O)c2ccco2)CC1	0.4	8.1	2.8	-10.3	/	-1.4	6.9	10.3	-3.1	-2.6
CCCCC(=O)Nc1ccc(N2CCN(S(C)(=O)=O)CC2)cc1	-0.6	4.7	2.9	-2.7	-0.5	/	14.3	2.7	-6.2	-0.1
CCOC(=O)CC[C@H](NC(=O)Cn1cnc(C(=O)Nc2ccc(C)c(C)c2)n1)C(=O)OCC	0.6	54.6	0.2	-17.3	1.8	-1.1	25.7	17.3	-3.3	1.2
CC[C@]12c3[nH]c4cc(-c5ccco5)ccc4c3CCN1C(=O)[C@@H](CC(=O)NCCN1CCOCC1)C[C@@H]2C(=O)N1CCN(C(=O)C2CC2)CC1	-1.1	0.6	-1.8	5.3	0.1	0.7	-15.0	-5.3	-1.3	-3.0
CS(=O)(=O)Nc1nc2n(n1)C(c1ccc(F)cc1)CC(c1ccccc1)N2 (centres undefined)	3.3	-0.3	1.2	10.5	-1.5	-1.7	-1.1	-10.5	-6.8	2.4
C=CCOc1c(Br)cc(/C=N\n2nnnc2N)cc1OC	5.8	-9.4	3.8	-35.0	/	-1.5	-3.4	35.0	1.7	0.0
O/N=C/c1ccc(OCC(O)COc2ccc(/C=N/O)cc2)cc1	4.8	-3.7	2.6	25.6	/	-0.5	4.9	-25.6	/	-0.7
Cc1ccc(S(=O)(=O)/C(C#N)=C/c2c(N3CC(C)OC(C)C3)nc3ccccn3c2=O)cc1 (centres undefined)	4.2	/	0.5	20.6	/	-3.1	-7.1	-20.6	1.9	1.0
CC(OC(=O)c1ccccn1)C(=O)Nc1ccc(C(F)(F)F)cc1 (centres undefined)	2.1	5.8	4.1	-3.5	0.0	-1.0	2.7	3.5	-0.9	-0.5
O=C(NCCN1C(=O)S/C(=C\c2ccc(OC(F)F)cc2)C1=O)[C@@H]1CCCN1C(=O)c1cccs1	2.4	-9.9	4.4	-27.9	5.0	-2.3	-1.8	27.9	-0.7	-2.3
Cc1ccc(-c2ccc(CCC(=O)O)n2-c2cccc(O)c2)cc1	-2.8	2.0	1.3	-7.4	/	-3.2	-2.1	7.4	/	-2.4
Fc1ccccc1NC(=S)Nc1cccnc1	2.0	1.7	3.5	-13.6	-1.9	/	-0.6	13.6	-4.3	1.0
O=C(CN1CCN(Cc2ccccc2)CC1)N/N=C/c1cccnc1	1.4	-2.8	1.6	23.7	0.0	-1.7	-4.2	-23.7	-2.9	1.0
S=C1NC(C23CC4CC(CC(C4)C2)C3)=CC(c2ccc3c(c2)OCO3)N1 (centres undefined)	0.1	9.5	4.0	-49.6	-3.0	-1.4	-5.8	49.6	3.1	-1.2
COc1cccc(NC(=O)Cc2cn(C)c3ccccc23)c1	4.1	8.8	2.7	-8.7	/	0.8	-19.4	8.7	-2.3	0.2
C=CCOc1cccc(C2c3c(oc4ccc(F)cc4c3=O)C(=O)N2CCCN2CCOCC2)c1 (centres undefined)	4.8	0.3	2.7	-3.6	-4.1	-3.7	0.6	3.6	3.0	2.4
O=C(O)C1Cc2ccccc2CN1C(=O)COc1ccc(Br)cc1 (centres undefined)	0.9	-1.6	-0.3	-22.2	-1.7	-2.8	-1.0	22.2	-2.9	2.0
